Glioma ERSR ind: induces the endoplasmic reticulum stress response in human glioma cells; U87-MG GRP78 promoter luciferase reporter, 16 h; Potency, µM, inactives show at the top dose activation, actives largely listed as activators; 420,000 compounds, 0.02% hits; further: potency means the concentration at half of the fitted maximal effect; series mostly up to about 76 µM; % of control where 0% means no effect; nearly all actives have a fitted effect of over 35% in size
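Stably transfected U87-MG glioma cells carrying a GRP78-based luciferase sensor; 16 h compound incubation. Luminescence end-point read 10 min after Bright-Glo addition at room temperature.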
APEX1 inh: APE1 (human) endonuclease inhibition; recombinant APE1, TAMRA/BHQ-2 abasic DNA cleavage fluorescence; Potency, µM (top dose mostly 65.8 µM), for inactives: top-dose activity change, negative = inhibition, hits mostly inhibitors; 350,000 compounds, 0.35% hits; P27695;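 further: potency means the concentration at half of the fitted maximal effect; plate controls were vehicle for no effect and reference inhibitor for full effect; nearly all actives have a fitted effect of over 55% in size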
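0.75 nM APE1 + cpd, 15 min RT; start w/ 50 nM TAMRA/BHQ-2 THF-abasic dsDNA; kinetic fluor 525/598 nm ×3 reads @60 s; Δ(read3−read1); normalized to DMSO and NSC13755 control wells.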
POLI inh: DNA polymerase iota (human) inhibition. 390,000 compounds, 1% hits. Potency, µM (highest dose often 115 µM), for the others: at the top dose activity, negative = inhibition, most hits filed as inhibitors. Pol iota fluorescent replication assay, 10 min; further: potency means the concentration at half of the fitted maximal effect
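Fluorescent replication assay read twice, at 0 min and 10 min after adding 50 nM (final) substrate. Enzyme (10 nM) and compounds were first incubated 15 min at room temperature; enzyme-free buffer wells were negative controls.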
POLK inh: DNA polymerase kappa (human) inhibition; Q9UBT6; purified Pol kappa, fluorescent DNA synthesis assay, 10 min; Potency, µM (doses to about 107 µM), for inactives: at the highest dose activity, negative = inhibition, most hits filed as inhibitors; 400,000 compounds, 0.53% hits; AID 588579; further: potency means the concentration at half of the fitted maximal effect; on the % scale 0 is the no-effect control and ±100 the full control effect
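Enzyme at 10 nM met test compounds for 15 min at room temperature. Substrate addition (50 nM final) began the reaction, which was monitored by fluorescence at 0 and 10 min.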
BLM helicase inh: inhibitors of human Bloom syndrome helicase BLM | Potency, µM (highest dose often 56.1 µM), for inactives: at the highest dose activity change, negative = inhibition, usual class: inhibitors | P54132 | recombinant BLM DNA unwinding, fluorescence dequenching | AID 2528 | 350,000 compounds, 0.2% hits;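 further: potency means the concentration at half of the fitted maximal effect; plate controls were vehicle for no effect and no enzyme for full effect; nearly all actives have a fitted effect of over 35% in size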
Target sequence (P54132 whole entry, looked up): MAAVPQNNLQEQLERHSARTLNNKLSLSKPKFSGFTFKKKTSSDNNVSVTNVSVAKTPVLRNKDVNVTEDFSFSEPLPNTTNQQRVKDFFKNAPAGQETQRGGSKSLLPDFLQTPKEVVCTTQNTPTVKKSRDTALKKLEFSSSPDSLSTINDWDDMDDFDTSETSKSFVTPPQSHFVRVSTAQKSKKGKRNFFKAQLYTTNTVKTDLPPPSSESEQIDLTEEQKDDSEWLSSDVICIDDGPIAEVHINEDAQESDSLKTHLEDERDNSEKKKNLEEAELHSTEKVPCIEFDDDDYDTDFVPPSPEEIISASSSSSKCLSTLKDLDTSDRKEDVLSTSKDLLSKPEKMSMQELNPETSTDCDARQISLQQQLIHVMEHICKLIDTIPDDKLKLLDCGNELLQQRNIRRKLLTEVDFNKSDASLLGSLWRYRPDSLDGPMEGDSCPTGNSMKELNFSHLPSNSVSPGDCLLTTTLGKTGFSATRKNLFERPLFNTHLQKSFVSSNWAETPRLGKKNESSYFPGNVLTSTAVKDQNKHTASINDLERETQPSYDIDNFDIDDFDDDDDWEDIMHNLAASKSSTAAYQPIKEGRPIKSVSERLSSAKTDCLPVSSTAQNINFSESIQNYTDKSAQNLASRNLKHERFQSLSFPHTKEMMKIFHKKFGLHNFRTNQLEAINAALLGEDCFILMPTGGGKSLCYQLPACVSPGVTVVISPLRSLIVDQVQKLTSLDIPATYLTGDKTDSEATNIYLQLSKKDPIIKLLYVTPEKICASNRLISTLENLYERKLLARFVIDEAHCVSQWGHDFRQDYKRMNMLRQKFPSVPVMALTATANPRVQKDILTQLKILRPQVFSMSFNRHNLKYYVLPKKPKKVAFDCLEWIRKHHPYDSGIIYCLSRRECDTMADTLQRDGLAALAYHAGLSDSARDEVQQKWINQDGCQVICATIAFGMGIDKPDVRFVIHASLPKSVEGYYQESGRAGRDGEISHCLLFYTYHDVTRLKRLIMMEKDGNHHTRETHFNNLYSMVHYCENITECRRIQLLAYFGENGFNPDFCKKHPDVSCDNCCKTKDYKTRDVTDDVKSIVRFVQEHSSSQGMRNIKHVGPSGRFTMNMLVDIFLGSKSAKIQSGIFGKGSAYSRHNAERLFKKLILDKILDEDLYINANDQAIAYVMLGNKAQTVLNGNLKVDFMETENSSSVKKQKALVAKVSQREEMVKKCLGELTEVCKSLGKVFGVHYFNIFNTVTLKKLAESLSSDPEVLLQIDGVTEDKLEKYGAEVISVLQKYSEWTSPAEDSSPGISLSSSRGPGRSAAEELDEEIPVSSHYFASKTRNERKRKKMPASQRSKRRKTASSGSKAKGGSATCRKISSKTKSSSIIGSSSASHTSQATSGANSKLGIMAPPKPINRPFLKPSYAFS
Pol beta inh: blocks human DNA polymerase beta activity; Potency, µM (series often up to 114 µM), without a hit: at the highest dose activity change, negative = inhibition, hits mostly inhibitors; Pol beta primer extension/strand displacement, fluorescence kinetic; P06746; 340,000 compounds, 1.3% hits; further: potency means the concentration at half of the fitted maximal effect; on the % scale 0 is the no-effect control and ±100 the full control effect
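Enzyme-only controls used 10 nM Pol beta; buffer lacking enzyme served as negative control. Compound preincubated 15 min, then 50 nM substrate added; 0 and 10 min reads at room temperature.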
LDHA block: blocks human lactate dehydrogenase A. 480,000 compounds, 0.15% hits. AID 1347041. purified LDHA, NADH/diaphorase-resazurin fluorescence; hits give low values. P00338. activity change, % (values are at about 110 or 230 µM); in the data active means activity change below about -30%; inconclusive means mostly about -25% to -30%;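 further: plate controls were DMSO wells for no effect and wells without enzyme for full effect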
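Remaining NADH was detected by diaphorase (0.133 mg/mL) converting 37 µM resazurin to fluorescent resorufin, read at 0 and 20 minutes. The preceding 5-minute room-temperature reaction used 2 nM LDHA, 0.2 mM sodium pyruvate and 0.06 mM NADH at pH 7.4.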
Pol eta inh: blocks human DNA polymerase eta activity; AID 588591; recombinant Pol eta, fluorescent DNA replication assay; 390,000 compounds, 1.2% hits; Q9Y253; Potency, µM (series often up to 114 µM), for the others: at the top dose activity change, negative = inhibition, most hits filed as inhibitors; further: potency means the concentration at half of the fitted maximal effect; on the % scale 0 is the no-effect control and ±100 the full control effect
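Pol eta at 10 nM preincubated with compounds 15 min at room temperature; reaction started with fluorescent substrate (50 nM final) and read kinetically at 0 and 10 min.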
Apoferritin bind: binds horse apoferritin like a general anesthetic. AID 485281. Potency, µM (series often up to 77.5 µM), for inactives: at the highest dose activity change, negative = displacement, usual class: inhibitors. apoferritin/1-aminoanthracene competitive binding, fluorescence. 350,000 compounds, 0.074% hits; further: potency means the concentration at half of the fitted maximal effect; on the % scale 0 is the no-effect control and ±100 the full control effect; nearly all actives have a fitted effect of over 20% in size
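Steps: apoferritin (10 uM) was premixed with half-saturated 1-AMA in PBS, compounds were pin-transferred, plates stood 10 min at room temperature, fluorescence was read at 380/535 nm, and curves were fitted with a Hill equation.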
Numbers without * were called inactive; ? = inconclusive; / = not tested or not shown; [ ] = remark or other dose. Unless noted, the call rests on the fitted dose curve; in most records, active means well fitted curve in the direction sought with a large enough effect; inconclusive means small, poorly fitted or top-dose-only effect, or another doubt; inactive means no such curve, though single readings can be large; an effect the other way counts as inactive or inconclusive.

SMILES	Glioma ERSR ind	APEX1 inh	POLI inh	POLK inh	BLM helicase inh	Pol beta inh	LDHA block	Pol eta inh	Apoferritin bind
Cc1ccc(S(=O)(=O)c2cn(CC(=O)Nc3ccc4c(c3)OCO4)c3ccccc3c2=O)cc1	-1%	/	10%	-1%	-6%	1%	3	-9%	-24%
COc1cc(NC(=O)CCC(=O)Nc2ccc3nc(N4CCOCC4)cc(C)c3c2)cc(OC)c1OC	1%	23%	94%[activator]	-25%	0%	25%	1	-4%	-1%
O=S(=O)(NCCS(=O)(=O)N1CCN(c2cccc(Cl)c2)CC1)c1ccc(F)cc1	-3%	/	-4%	1%[60.1 µM]	-1%	-29%	5	-15%	3%
CCC(Sc1nc2ccccc2c(=O)[nH]1)C(=O)O (stereo unspecified)	-2%	1%	14%	-15%	0%	0%	0	-11%	-5%
CCN1CCN(c2ccc(NC(=O)Cc3ccccc3)cc2)CC1	3%	1%	14%	-6%	5%	-23%	0	-17%	-9%
COc1ccc(NS(=O)(=O)c2ccc3c(c2)NC(=O)CCS3)cc1Cl	0%	48%[activator]	41%	8%	-1%	15%	-1	-11%	-13%
CCc1ccc2c(c1)cc(CN(C(=S)Nc1cccc(C)c1)C1CC1)c1nnnn12	-3%	1%	100µM*	-14%	0%	2%	-4	2%	5%
CC(=O)Nc1ccc(NS(=O)(=O)c2cc3c4c(c2)CC(=O)N4CCC3)cc1	-3%	/	31%[activator]	-4%[60.1 µM]	-4%	0%	10	-23%	-6%
COc1ccc(NC(=O)CC2C(=O)N(Cc3cccs3)C(=S)N2C(C)C)cc1 (stereo unspecified)	-1%	-6%	-8%	-12%	-9%	3%	-5	-20%	-19%
COc1ccc(CN2CC(=O)N(c3ccc(C)c(C)c3)C2=S)cc1OC	-5%	4%	-92%	?	-8%	3%	-1	-98%	-24%
COc1ccc(C(=O)C2CCCN(Cc3cccn3-c3ccccn3)C2)cc1F (stereo unspecified)	-4%	2%	46%[activator]	2%	53%[activator]	1%	-1	-5%	-21%
O=C(C1CC1)N1N=C2CCCCC2C1(O)C(F)(F)F (stereo unspecified)	-5%	-4%	?	-6%	-5%	1%	-3	3%	?
CCCCCCn1cc(C(=O)O)c(=O)c2ccccc21	-3%	0%	-2%	16%	-1%	-1%	9	-6%	-11%
CCOC(=O)N1CCN(C(=O)CNC(=O)c2ccc(Br)o2)CC1	-2%	10%	53%[activator]	7%	2%	6%	-3	-21%	-4%
OCCCCC#Cc1c(-c2ccsc2)sc2ccccc12	-2%	1%	21%	-3%	-9%	9%	-2	-27%	1%
COc1ccc(S(=O)(=O)c2c(Nc3cccc(C)c3C)sc(C(=O)c3ccccc3)c2N)cc1	-2%	/	25%	-7%	-4%	5%	-8	15%	75%[activator]
COc1ccc(C(=O)NCCN2CCN(C(=O)c3ccc(OC)cc3)CC2)cc1	-4%	25%	19%	-6%	-2%	31%	2	-11%	-5%
Cc1ccc(Cn2c(CN3CCC(C(=O)NCC(C)c4ccccc4)CC3)cc3ccccc32)cc1 (stereo unspecified)	-3%	/	21%	-3%[60.1 µM]	-8%	2%	-1	-20%	62%[activator]
COc1ccc(-n2c(SCC(=O)N3CCOCC3)nc(O)cc2=O)cc1	-5%	-6%	8%	-12%	3%	5%	-3	-14%	-14%
Cc1cc(C)n(CCC(=O)Nc2ccc(Cl)cc2)n1	-2%	/	-15%	-13%	-4%	?	-6	-21%	0%
CC(OC(=O)COc1ccccc1)C(=O)NC1CCCC1 (stereo unspecified)	-4%	37%	17%	17%	/	/	0	-10%	/
COc1ccc(-c2nnc(SCC(=O)Nc3nc4ccccc4s3)n2C)cc1	4%	5%	24%	0%	1%	1%	-3	-8%	-5%
COc1ccc(NC(=O)Nc2cccc(NC(C)=O)c2)c(OC)c1	1%	-4%	37%[activator]	-2%	1%	1%	-9	-21%	1%
CC(NS(=O)(=O)c1ccc(F)cc1)C(=O)Nc1ccc2c(c1)OCCO2 (stereo unspecified)	-4%	-1%	14%	-10%	0%	15%	-3	-2%	-7%
CCC(C)OC(=O)C1=C(C)OC23OC(N)=C(C#N)C12C(=O)c1ccccc13 (stereo unspecified)	3%	5%	0%	0%	-9%	17%	0	-12%	6%

11 entries out of the list, ordered by number of heavy atoms, smallest number first:
SMILES	Glioma ERSR ind	APEX1 inh	POLI inh	POLK inh	BLM helicase inh	Pol beta inh	LDHA block	Pol eta inh	Apoferritin bind
CCC(Sc1nc2ccccc2c(=O)[nH]1)C(=O)O (stereo unspecified)	-2%	1%	14%	-15%	0%	0%	0	-11%	-5%
O=C(C1CC1)N1N=C2CCCCC2C1(O)C(F)(F)F (stereo unspecified)	-5%	-4%	?	-6%	-5%	1%	-3	3%	?
CCCCCCn1cc(C(=O)O)c(=O)c2ccccc21	-3%	0%	-2%	16%	-1%	-1%	9	-6%	-11%
COc1ccc(NC(=O)Nc2cccc(NC(C)=O)c2)c(OC)c1	1%	-4%	37%[activator]	-2%	1%	1%	-9	-21%	1%
COc1ccc(NS(=O)(=O)c2ccc3c(c2)NC(=O)CCS3)cc1Cl	0%	48%[activator]	41%	8%	-1%	15%	-1	-11%	-13%
COc1ccc(CN2CC(=O)N(c3ccc(C)c(C)c3)C2=S)cc1OC	-5%	4%	-92%	?	-8%	3%	-1	-98%	-24%
CC(=O)Nc1ccc(NS(=O)(=O)c2cc3c4c(c2)CC(=O)N4CCC3)cc1	-3%	/	31%[activator]	-4%[60.1 µM]	-4%	0%	10	-23%	-6%
COc1ccc(NC(=O)CC2C(=O)N(Cc3cccs3)C(=S)N2C(C)C)cc1 (stereo unspecified)	-1%	-6%	-8%	-12%	-9%	3%	-5	-20%	-19%
COc1ccc(C(=O)C2CCCN(Cc3cccn3-c3ccccn3)C2)cc1F (stereo unspecified)	-4%	2%	46%[activator]	2%	53%[activator]	1%	-1	-5%	-21%
CCc1ccc2c(c1)cc(CN(C(=S)Nc1cccc(C)c1)C1CC1)c1nnnn12	-3%	1%	100µM*	-14%	0%	2%	-4	2%	5%
Cc1ccc(S(=O)(=O)c2cn(CC(=O)Nc3ccc4c(c3)OCO4)c3ccccc3c2=O)cc1	-1%	/	10%	-1%	-6%	1%	3	-9%	-24%

Remaining list, next part:
SMILES	Glioma ERSR ind	APEX1 inh	POLI inh	POLK inh	BLM helicase inh	Pol beta inh	LDHA block	Pol eta inh	Apoferritin bind
Cn1c(N)c(C(=O)COC(=O)Cc2cccs2)c(=O)n(C)c1=O	-4%	4%	1%	-7%	/	/	-2	2%	/
Cc1nc(SCC(=O)Nc2c(C)nn(C)c2C)c2cnn(-c3ccccc3)c2n1	0%	-1%	27%	-3%	-5%	-4%	-3	-12%	-8%
O=C(CCC(=O)N1CCOc2ccccc21)NCCc1ccccc1	-3%	1%	34%[activator]	-2%	0%	36%	-2	-17%	-12%
COc1c(S(=O)(=O)NCCCN2CCOCC2)ccc(Cl)c1Cl	-1%	2%	89%[activator]	-7%	0%	-11%	-1	-12%	-11%
CCOC(=O)c1sc(N/N=C/c2cc(Br)c(O)c(OC)c2)nc1C	?	-16%	?	?	-21%	32µM*	0	35µM*	?
O=C(O)CCCNC(=O)c1nn(Cc2ccccc2)c(=O)c2ccccc12	-5%	43%[activator]	-21%	-3%	-2%	19%	-4	-21%	0%
Nn1cnc2scc(-c3ccc(Cl)cc3)c2c1=O	-1%	12%	-12%	-1%	-3%	22%	-1	-18%	-21%
CCOCCCNC(=O)c1[nH]c2cc(OC)ccc2c1Sc1ccccc1	-2%	/	40%[activator]	-3%	-1%	-6%	-1	-9%	-11%
Cc1cc(N2C(=O)c3ccc(C(=O)Nc4ccccc4O)cc3C2=O)no1	-6%	34%	-7%	-5%	-7%	?	1	-6%	-9%
O=C(NCc1ccc(Cl)cc1)C(=O)NCC(c1cccs1)S(=O)(=O)c1ccc(Cl)cc1 (stereo unspecified)	0%	/	26%	-8%[60.1 µM]	1%	9%	-5	-18%	0%
CC(CNC(=O)c1cncc(O)c1)NC(=O)c1cncc(O)c1 (stereo unspecified)	-1%	-9%	0%	0%	5%	-19%	1	-2%	-5%
CCOc1ccc(NC(=O)COc2ccccc2)c([N+](=O)[O-])c1	5%	0%	144%[activator]	-6%	-3%	59%[activator]	-5	1%	-15%
O=C(C=Cc1ccco1)c1cc(Cl)ccc1O	-1%	/	-18%	-11%	/	/	3	?	/
CC(C)(Oc1ccc(Cl)cc1)C(=O)Nc1ccc(-c2nc3ncccc3o2)cc1	-2%	/	18%	-2%	-1%	10%	-7	-4%	-12%
COc1ccc(C(=O)NC(=S)Nc2ccc(CN3CCOCC3)cc2)cc1	3%	?	48%[activator]	2%	2%	-27%	-5	-23%	-7%
O=C(O)c1cc(N/N=C/c2c(O)ccc3ccccc23)ccc1Cl	-4%	-10%	?	?	-2%	79µM*	6	?	-14%
N#CC1=C(SCC(N)=O)NC(=O)CC1c1ccccc1Cl (stereo unspecified)	-3%	-1%	?	0%	-6%	31%	-9	-2%	-1%
CC(=O)N1CCCc2cc(S(=O)(=O)N(C)CC(=O)Nc3ccc(F)cc3Cl)ccc21	-4%	/	32%[activator]	-10%[60.1 µM]	-2%	-13%	-6	-19%	-5%

Screening data (PubChem BioAssay)

Only part of the results is shown (hit frequency here may not be typical).
